EBNA-1 inh = EBNA-1 DNA-binding inhibitors, primary screen, biochemical, fluorescence polarization; inhibition, % at 14.8 µM; hit rate 0.34% among 300,000; in the data active = inhibition above about 28%
PAFAH2 inh = PAFAH2 enzyme inhibitors, primary screen, biochemical, fluorescence polarization, human; Platelet-activating factor acetylhydrolase 2, cytoplasmic (Homo sapiens), Q99487; AID 492956, 2010; hit rate 0.99% among 340,000; inhibition, % at 3.39 µM; recombinant PAFAH2, FP-rhodamine activity probe;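 active = inhibition above the mean over all tested compounds plus 3 SD, cut at about 30% in these data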;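 also: inhibitors block probe labeling of enzyme so polarization drops; 0% = enzyme with DMSO and 100% = wells lacking PAFAH2 protein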
ZTA counter = blocks Epstein-Barr virus ZTA, an EBNA-1 counter-screen | ZTA-DNA binding, fluorescence polarization | inhibition, % at 11 µM | hit rate 0.15% among 320,000; in the data active = inhibition above about 33%
Target sequence (P03206 whole entry, looked up): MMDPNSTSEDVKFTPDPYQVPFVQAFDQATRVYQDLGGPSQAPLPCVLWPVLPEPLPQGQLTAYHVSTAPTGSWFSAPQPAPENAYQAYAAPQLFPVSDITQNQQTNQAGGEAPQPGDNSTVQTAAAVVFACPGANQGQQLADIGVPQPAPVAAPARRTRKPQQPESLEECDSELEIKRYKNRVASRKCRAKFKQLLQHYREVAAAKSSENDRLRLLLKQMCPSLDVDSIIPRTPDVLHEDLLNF
PAFAH1B3 FP inh = PAFAH1B3 enzyme inhibitors, primary screen, biochemical, fluorescence polarization, human; Platelet-activating factor acetylhydrolase IB subunit alpha1 (Homo sapiens), Q15102; recombinant PAFAH1B3, FP-rhodamine probe; inhibition, % at 3.39 µM; hit rate 0.28% among 340,000;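 active = inhibition above the screen-wide average of all tested compounds plus 3 SD, cut at about 25% in these data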;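 also: 0% = enzyme with DMSO only and 100% = wells lacking PAFAH1B3 protein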
LYPLA2 inh = LYPLA2 inhibitors, primary screen, counter-screen for PME1 inhibitor project, biochemical, fluorescence polarization, FP-Rh probe ABPP; Acyl-protein thioesterase 2 (Homo sapiens), O95372; recombinant LYPLA2; inhibition, % at 5.9 µM; hit rate 0.38% among 320,000;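 active = inhibition above the screen-wide mean plus 3 SD, limit set per campaign, cut at about 26% in these data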;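 also: 0% = LYPLA2 with DMSO and 100% = wells lacking LYPLA2 enzyme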
Target sequence (O95372 whole entry, looked up): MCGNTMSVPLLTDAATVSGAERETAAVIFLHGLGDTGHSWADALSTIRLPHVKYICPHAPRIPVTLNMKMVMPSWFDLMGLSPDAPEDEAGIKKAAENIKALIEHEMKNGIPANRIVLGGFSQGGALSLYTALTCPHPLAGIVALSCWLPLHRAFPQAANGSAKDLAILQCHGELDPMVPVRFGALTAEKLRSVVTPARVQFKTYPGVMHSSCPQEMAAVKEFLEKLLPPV
PAD4 inh = human PAD4 inhibitors, primary screen, biochemical, fluorescence polarization, 1536-well format; inhibition, % at 6.36 µM; Protein-arginine deiminase type-4 (Homo sapiens), Q9UM07; recombinant PAD4, RCA probe fluorescence polarization; hit rate 0.41% among 330,000;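 active = percent inhibition above a cutoff equal to the mean of all tested compounds plus 3 SD, cut at about 15% in these data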;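 also: 0% = PAD4 with RCA probe and DMSO and 100% = probe without PAD4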
PREPL inhibitor = PREPL enzyme inhibitors, primary screen, biochemical, fluorescence polarization; recombinant PREPL, fluorescence polarization activity-based probe; inhibition, % at 5.96 µM; hit rate 0.68% among 320,000; in the data active = inhibition above about 43%;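 also: 0% = enzyme with DMSO and 100% = wells lacking enzyme; many of its hits are not listed in these tables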
GSTO1 inh = inhibitors of recombinant GSTO1, primary screen, counter-screen for RBBP9 inhibitor project, biochemical, fluorescence polarization; activity-based probe fluorescence polarization; inhibition, % at 5.96 µM; AID 1974, 2009; hit rate 1.1% among 300,000;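 active = inhibition above the campaign mean inhibition plus 3 SD, cut at about 35% in these data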;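 also: 0% = GSTO1-1 with DMSO and 100% = wells lacking GSTO1-1 enzyme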
Target sequence (P78417 whole entry, looked up): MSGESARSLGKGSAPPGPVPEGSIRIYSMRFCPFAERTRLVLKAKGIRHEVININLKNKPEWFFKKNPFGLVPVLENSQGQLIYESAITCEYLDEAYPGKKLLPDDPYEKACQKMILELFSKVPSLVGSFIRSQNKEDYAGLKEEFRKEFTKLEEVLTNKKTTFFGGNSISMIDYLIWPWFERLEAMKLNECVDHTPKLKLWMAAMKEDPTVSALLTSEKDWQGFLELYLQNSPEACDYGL
LYPLA1 counter = LYPLA1 inhibitors, primary screen, counter-screen for PME1 inhibitor project, biochemical, fluorescence polarization, FP-Rh probe ABPP | Acyl-protein thioesterase 1 (Homo sapiens), O75608 | recombinant LYPLA1 | inhibition, % at 5.9 µM | hit rate 0.16% among 320,000 | AID 2174, 2009;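 active = inhibition above the mean of all tested compounds plus 3 SD, set per campaign, cut at about 14% in these data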;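 also: inhibitors block serine hydrolase probe labeling of LYPLA1 so polarization falls; 0% = enzyme with DMSO and 100% = wells lacking LYPLA1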
Target sequence (O75608 whole entry, looked up): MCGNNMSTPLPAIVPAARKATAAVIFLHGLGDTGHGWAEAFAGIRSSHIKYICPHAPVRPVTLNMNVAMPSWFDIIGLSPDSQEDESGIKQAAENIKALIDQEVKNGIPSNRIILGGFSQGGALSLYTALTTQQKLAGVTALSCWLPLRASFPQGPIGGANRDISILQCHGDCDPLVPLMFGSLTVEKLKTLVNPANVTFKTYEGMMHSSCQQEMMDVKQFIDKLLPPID
* marks the source's active call; other numbers are inactive results; x = not tested or not shown; & = joins results of further samples. This is a subset (hit frequency here may not be typical).

SMILES	EBNA-1 inh	PAFAH2 inh	ZTA counter	PAFAH1B3 FP inh	LYPLA2 inh	PAD4 inh	PREPL inhibitor	GSTO1 inh	LYPLA1 counter
CC1CCCCN1C(=O)Cn1cnc2cc([N+](=O)[O-])ccc2c1=O (stereo not drawn)	-1	-6	-6	8	-1	-2	4	-9	2
C=CCn1c(-c2cccc(OC)c2OC)n[nH]c1=S	-5	8	-2	4	-2	0	-1	-5	-2
C/C(=N\N=C1\NC(=O)C(CC(=O)O)S1)c1ccccn1 (stereo not drawn)	11	x	15	x	4	-1	2	-13	0
COc1ccccc1CNC(=O)COC(=O)c1cnccn1	-2	10	10	0	2	-9	-4	2	0
O=C1CCCc2c1[nH]c1c(Br)cccc21	-12	8	-19	6	9	-2	15	-2	4
O=C(Cn1c(=O)sc2ccccc21)NCCOc1ccccc1F	0	-6	-3	0	6	4	-24	2	1
CCCC[C@@H]1CNC(=S)N1CCC12CC3CC(CC(C3)C1)C2	2	13	2	1	-7	1	5	6	-6
CCC(=O)Nc1c(-c2ccccc2Cl)c(=O)c2ccccc2n1CC	9	-2	-5	13	4	4	3	8	2
COc1ccc2[nH]cc(S(=O)(=O)c3ccc(F)cc3)c(=O)c2c1	8	3	-11	4	6	3	6	4	3
CC1=C(C(=O)OC(C)C)C(c2ccc(Br)s2)NC(=O)N1 (stereo not drawn)	5	-3	7	2	-6	0	-14	-21	-4
COc1ccc(S(=O)(=O)NCC2CCCN(C(=O)CCSC)C2)cc1 (stereo not drawn)	-6	-6	2	4	1	-2	-2	8	0
N#CCCN(C(=O)COC(=O)c1cc2ccccc2oc1=O)c1ccccc1	x	-6	-7	7	1	-1	5	x	5
CC1=NN(c2cccc(C(=O)O)c2)C(=O)/C1=C\C=C\c1ccco1	13	48*	70*	13	-4	6	8	55*	1
CCOc1ccc(N2C(=O)c3cccnc3C2=O)cc1	-13	8	-14	8	-3	-4	-1	-1	-3
Cc1ccc2c(c1)c(CC(=O)Nc1ccc(F)cc1)c(C(=O)O)n2C	6	-7	9	11	1	-3	6	6	0
CC(=O)c1c(C)[nH]c(C(=O)CN2CCN(S(=O)(=O)c3ccccc3F)CC2)c1C	x	-6	x	9	x	-2	11	x	x
O=C(COC(=O)c1n[nH]c2ccccc12)NC(=O)NC1CCCCC1	1	4	-2	7	-6	0	1	3	-1
CC(=O)c1ccc2c3c(cccc13)CC2	-10	-2	6	6	0	-3	6	-2	-2
O=C(NCc1ccco1)C1CCCCC1	-3	6	-4	-1	4	5	2	4	6
CC(=O)NS(=O)(=O)c1ccc(NC(=O)c2cccc3ccccc23)cc1	-16	3	-7	-1	-2	-1	-5	6	2
Cc1ccc(C(=O)CSc2nnc(-c3ccco3)n2C)cc1	13	0	3	6	1	1	-3	12	-2
COc1ccc(C(=O)OCC(=O)c2ccc(Br)s2)c(OC)c1	1	30*	-2	0	2	-5	-4	4	-1
NNC(=O)c1cccnc1Oc1ccccc1	6	3	-2	1	0	2	-1	2	2
CCC12CN(S(=O)(=O)c3ccc(C)cc3)CC(CC)(CN(S(=O)(=O)c3ccc(C)cc3)C1)C2=O	-4	-2	9	5	-5	-2	2	-4	-1
CC(=O)Nc1nc2ccccc2n1CCOc1ccccc1	-3	-2	0	4	-4	-1	-14	10	-4
CC1(c2ccc(Cl)cc2)NC(=O)N(CC(=O)N2CCc3ccccc3C2)C1=O (stereo not drawn)	x	-1	16	0	-1	-1	12	x	0
CC(C)Oc1cccc(C(=O)C2CCCN(C(=O)CCc3cnn(C)c3)C2)c1 (stereo not drawn)	3	-8	13	5	-4	1	3	3	-2
O=C(CCc1ccccc1)NCC1OCCc2ccccc21 (stereo not drawn)	2	1	-4	6	5	-2	11	16	1
Cc1cc(C)c2oc(C(=O)N(Cc3ccc(F)cc3)C3CCS(=O)(=O)C3)cc(=O)c2c1 (stereo not drawn)	-7	0	-21	8	8	-1	4	1	-1
O=C1COc2ccc(C(=O)COC(=O)C3CC(O)CN3S(=O)(=O)c3ccc(Cl)cc3)cc2N1 (stereo not drawn)	-5	1	11	7	2	1	5	4	-2
Cc1cccc(-c2nc(C#N)c(N3CCCCCC3)o2)c1	13	3	10	-2	0	-3	10	-16	3
COc1ccc(-n2c3c(c(=O)[nH]c2=O)C(NS(=O)(=O)c2ccc(Cl)cc2)(C(F)(F)F)C(=O)N3)cc1 (stereo not drawn)	-2	-5	-2	6	-5	1	15	-4	0
CCOC(=O)c1c(NC(=O)C(C)OC(=O)c2ccc(NC(=O)CC#N)cc2)sc2c1CCCC2 (stereo not drawn)	-19	-48	-10	-38	-59	-7	-14	-56	-34
CCOC(=O)C(=CNc1ccc(S(N)(=O)=O)cc1)C(=O)OCC	1	5	1	0	-4	1	-3	6	-1
CCCc1cc(=O)[nH]c(SCC(=O)N2CCN(S(=O)(=O)c3ccc4ccccc4c3)CC2)n1	-6	-1	1	6	1	-2	3	8	-3
O=C(c1cc(C(=O)N2CCOCC2)c2nc3ccccc3n2c1)c1cc(Cl)cc(Cl)c1O	4	0	12	5	-2	2	6	-4	0
COc1ccc(NC2C=CS(=O)(=O)C2)cc1 (stereo not drawn)	-5	0	7	-1	1	3	1	5	0
CSc1cc(C)nc(NC(C)=O)n1	5	-1	-11	1	17	-2	1	-6	3
O=C(Nc1cc(S(=O)(=O)Nc2ccc(Cl)cc2)ccc1O)c1ccc(S(=O)(=O)N2CCCCCC2)cc1	12	-11	4	-5	-11	-2	-3	-10	-5
CCCCn1c(N)c(N(CCC(C)C)C(=O)CSc2nnc(Nc3ccccc3)s2)c(=O)[nH]c1=O	12	-8	15	7	4	-3	2	5	3
N#CC(c1ccc(Cl)nn1)c1ccccc1Cl (stereo not drawn)	-5	3	-5	11	5	-7	12	5	-1
O=C(O)Cc1sc(Nc2ccccc2)nc1-c1ccc(Cl)cc1	4	5	19	1	3	-1	28	-5	-4
CCCCNC(=S)N(C)/N=C/c1ccc(OCc2ccc(C(=O)OC)cc2)c(OC)c1	5	0	-6	4	4	1	3	0	-4
Cc1[nH]c2ccccc2c(=O)c1CN1CCCCC1	-9	-3	10	2	-3	-4	13	8	2
COc1ccccc1-c1noc2ncnc(Nc3cccc(C)c3C)c12	-6	0	5	-5	3	0	-7	2	-5
CSc1ccccc1C(=O)C1CCCN(C(=O)c2cc(C(C)C)no2)C1 (stereo not drawn)	2	3	2	0	9	5	8	3	10
Cc1cc(C)c[n+](-c2[nH]c(=O)sc2/C=N/NC([S-])=Nc2ccccc2)c1	4	4	-14	7	-4	6	13	-5	4
Cc1nc2c(-c3ccccc3)c(C)nn2c(N)c1-c1ccccc1	-11	4	6	3	6	0	12	3	0

Sorted by value in PAFAH2 inh (high to low): 4 of the compounds above.
| Molecule | EBNA-1 inh | PAFAH2 inh | PAFAH1B3 FP inh | PAD4 inh | PREPL inhibitor |
| --- | --- | --- | --- | --- | --- |
| COc1ccccc1CNC(=O)COC(=O)c1cnccn1 | -2 | 10 | 0 | -9 | -4 |
| CC(=O)NS(=O)(=O)c1ccc(NC(=O)c2cccc3ccccc23)cc1 | -16 | 3 | -1 | -1 | -5 |
| COc1ccccc1-c1noc2ncnc(Nc3cccc(C)c3C)c12 | -6 | 0 | -5 | 0 | -7 |
| CC(C)Oc1cccc(C(=O)C2CCCN(C(=O)CCc3cnn(C)c3)C2)c1 (stereo not drawn) | 3 | -8 | 5 | 1 | 3 |

The list continues.
SMILES	EBNA-1 inh	PAFAH2 inh	ZTA counter	PAFAH1B3 FP inh	LYPLA2 inh	PAD4 inh	PREPL inhibitor	GSTO1 inh	LYPLA1 counter
CC(=O)c1cccc(NC(=O)N2CCCC2C(=O)Nc2ccc3c(c2)OCCO3)c1 (stereo not drawn)	-6	0	-17	-4	0	-6	2	0	-2
CCc1ccnc(NC(=O)NS(=O)(=O)c2ccc(C)cc2)c1	-8	x	-11	x	-1	3	15	-9	-1
CC1CCCCN1C(=O)CCNS(=O)(=O)c1ccc2c(c1)c(=O)n(C)c(=O)n2C (stereo not drawn)	3	3	2	4	-4	-2	6	4	1
Cc1csc(CNC(=O)C2CCC(=O)N(CCCc3ccccc3)C2)n1 (stereo not drawn)	4	14	9	7	5	-2	1	-3	-1
COc1ccc(NC2=CC(=S)NC(C)(C)C2)cc1	10	3	1	4	7	-8	21	6	3
CC1=C(C(=O)OCc2ccccc2)C(c2ccccn2)c2c(n(C)c(=O)n(C)c2=O)N1 (stereo not drawn)	-6	5&7	14	7&0	2	-1	18	9	-1
Cc1c(C(=O)N(C)Cc2nc3ccccc3c(=O)[nH]2)oc2ccccc12	x	1	x	4	x	4	0	x	x
O=C(CSc1nnc(-c2ccccc2)c(-c2ccccc2)n1)NCC1CCCO1 (stereo not drawn)	x	-1	x	14	x	1	9	x	x
N#Cc1cnn(-c2ccccc2)c1NC(=O)c1ccccc1F	x	6	14	-3	4	2	-1	x	2
CC(C)COP(=O)(OCC(C)C)C(O)c1ccc2c(c1)OCO2 (stereo not drawn)	-13	-9	-9	6	2	-3	12	8	-1
CC(C)CCNC(=O)c1ccc2c(c1)N(Cc1ccccc1)C(=O)CS2=O (stereo not drawn)	-2	-2	16	0	-1	1	1	-4	1
Cc1nn(-c2ccccc2)c(Cl)c1/C=C1\SC(=S)NC1=O	8	17	16	2	-5	-8	-4	-19	-1
COc1ccc(N(C(=O)c2ccc(Br)o2)C2C=CS(=O)(=O)C2)c(OC)c1 (stereo not drawn)	-1	6	-3	7	-6	-1	6	11	-5
O=C(O)/C(=C\c1cccc(F)c1)c1ccc(S(=O)(=O)N2CCCC2)s1	x	4	-9	3	-3	-9	13	x	2
CC[C@@H](C)[C@@H]1CN([C@@H](C)CN2CCC[C@H]2CN2C(N)=NC[C@@H]2Cc2ccccc2)C(=N)N1CCc1ccc(Cl)c(Cl)c1	x	4	x	7	x	2	52*	x	x
O=C(N/C(=C\c1cccnc1)C(=O)N1CCOCC1)c1ccco1	1	-3	3	8	-8	-2	3	1	-1
Cc1ccc(-n2nc3c(c2NC(=O)CCC2CCCCC2)CS(=O)C3)cc1 (stereo not drawn)	13	9	3	4	-4	3	2	5	-1
Cc1c(NC(=O)c2ccc(S(=O)(=O)N(C)c3ccccc3)cc2)c(=O)n(-c2ccccc2)n1C	6	-5	-6	7	16	-1	2	4	5
CCc1ccccc1N=C1SCC(=O)N1C	-4	1	-24	4	8	2	12	7	0
CC(C)(C)c1ccc(C(=O)Nc2ccc(C(=O)N3CCOCC3)cc2)cc1	3	1	-12	12	12	-3	-3	-12	5
Cc1ccc(C(=O)Nc2cccc(Oc3ccccc3)c2)o1	6	-10	2	-3	4	-1	-7	-3	-4
COC(=O)Nc1ccc(S(=O)(=O)N2CCN(c3ccc(F)cc3)CC2)cc1	-5	-9	-8	7	1	-7	-53	-7	-1
COc1ccc(C/C(C)=N\NC(=O)c2cn(C)c3ccccc23)cc1OC	-1	3	9	2	-1	-1	10	4	-2
CCn1c(NCc2c[nH]c3ccccc23)nc2ccccc21	-2	4	-10	3	11	0	16	13	2
Cc1noc(C)c1S(=O)(=O)N1CCN(S(=O)(=O)c2ccccc2C#N)CC1	-3	5	11	-1	-2	-1	13	4	-1
O=C(Nc1cccc(F)c1)C1CCN(C(=O)c2ccc(Cl)cc2)CC1	0	-4	7	2	18	0	2	3	4

Screens deposited in PubChem BioAssay by The Scripps Research Institute Molecular Screening Center.
